USP8 block: inhibitors of human USP8 deubiquitinase. inhibition, % at 20 µM. actives 4.2% (n = 47,000). AID 1645853. purified USP8, Ub-rhodamine cleavage fluorescence, 30 min
USP28 inh: inhibitors of human USP28 deubiquitinase; AID 1645857; Q96RU2; purified USP28, Ub-rhodamine cleavage fluorescence, 30 min; actives 3% (n = 47,000); inhibition, % at 25 µM
USP10 block: inhibitors of human USP10 deubiquitinase | inhibition, % at 20 µM | purified USP10, Ub-rhodamine fluorescence, 60 min | actives 1.1% (n = 47,000) | AID 1645856 | Q14694
USP17 block: human USP17-like deubiquitinase inhibition; A8MUK1; purified USP17, Ub-rhodamine cleavage fluorescence, 3 h; inhibition, % at 50 µM; actives 6.5% (n = 47,000)
USP7 inh: blocks human USP7 ubiquitin-rhodamine cleavage; Q93009; purified USP7, Ub-rhodamine cleavage fluorescence; inhibition, % at 20 µM; actives 0.3% (n = 47,000); AID 1645854
OTUD3 block: inhibitors of human OTUD3 deubiquitinase | purified OTUD3, Ub-rhodamine fluorescence, 2 h | inhibition, % at 25 µM | actives 0.7% (n = 47,000)
Target sequence (Q5T2D3 whole entry, looked up): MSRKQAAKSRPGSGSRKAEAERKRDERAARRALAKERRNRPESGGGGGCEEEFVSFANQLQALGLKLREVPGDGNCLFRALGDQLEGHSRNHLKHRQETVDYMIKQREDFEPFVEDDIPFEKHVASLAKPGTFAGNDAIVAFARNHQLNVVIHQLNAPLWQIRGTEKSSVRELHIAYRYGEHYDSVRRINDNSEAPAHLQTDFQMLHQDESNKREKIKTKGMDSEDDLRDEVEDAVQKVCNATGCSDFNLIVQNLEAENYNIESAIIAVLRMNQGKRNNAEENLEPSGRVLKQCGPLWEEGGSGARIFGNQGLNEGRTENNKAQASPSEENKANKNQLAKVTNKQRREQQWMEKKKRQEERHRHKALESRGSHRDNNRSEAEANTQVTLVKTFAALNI
USP30 inh: blocks human USP30 ubiquitin-rhodamine cleavage. Q70CQ3. inhibition, % at 25 µM. actives 5.3% (n = 47,000). purified USP30, Ub-rhodamine cleavage fluorescence. AID 1645860
Target sequence (Q70CQ3 whole entry, looked up): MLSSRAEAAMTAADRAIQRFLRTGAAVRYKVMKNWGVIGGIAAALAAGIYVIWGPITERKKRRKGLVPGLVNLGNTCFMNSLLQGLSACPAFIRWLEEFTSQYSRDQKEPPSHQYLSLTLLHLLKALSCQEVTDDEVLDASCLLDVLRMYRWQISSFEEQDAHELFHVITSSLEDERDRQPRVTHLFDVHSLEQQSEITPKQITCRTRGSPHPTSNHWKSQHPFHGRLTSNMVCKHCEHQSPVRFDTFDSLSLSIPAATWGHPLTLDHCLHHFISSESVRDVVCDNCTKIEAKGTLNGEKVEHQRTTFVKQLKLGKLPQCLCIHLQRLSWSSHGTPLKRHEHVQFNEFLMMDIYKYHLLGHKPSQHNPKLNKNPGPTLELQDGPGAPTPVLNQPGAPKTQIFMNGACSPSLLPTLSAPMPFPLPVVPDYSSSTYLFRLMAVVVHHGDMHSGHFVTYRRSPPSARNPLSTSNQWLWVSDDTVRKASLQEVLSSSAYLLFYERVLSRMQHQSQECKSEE
UCHL1 inh: human UCHL1 deubiquitinase inhibition | purified UCHL1, Ub-rhodamine cleavage fluorescence | inhibition, % at 20 µM | actives 0.2% (n = 47,000) | AID 1645859
Active calls of the source: *. No stated cut-off is given here; in the data, active means inhibition above about 30%; inactive means the rest. Rows were taken by chance; 13% or so of the library scored in one or more.

`CC1CS(=O)(=O)N(c2ccc(S(=O)(=O)Nc3ccccc3)cc2)C1=O` (centres undefined) gave USP8 block -52, USP28 inh -4, USP10 block 5, USP17 block -10, USP7 inh 1, OTUD3 block -9, USP30 inh -3 and UCHL1 inh -1.
COCCN1C(=O)c2ccccc2C(C(=O)NCc2ccccc2)C12CCCCC2 (centres undefined) was read as USP8 block 7, USP28 inh 0, USP10 block 3, USP17 block 1, USP7 inh -2, OTUD3 block 6, USP30 inh 6 and UCHL1 inh -2.
For Cn1ccc2ccn(CC(=O)NC3CCCCC3)c(=O)c21 the results were USP8 block 7, USP28 inh -15, USP10 block 4, USP17 block 6, USP7 inh 2, OTUD3 block -1, USP30 inh 12 and UCHL1 inh 1.
c1nnc(Nc2cncc(C3CCCN3)n2)s1 (centres undefined) was read as USP8 block -275, USP28 inh -80, USP10 block -7, USP17 block -122, USP7 inh -16, OTUD3 block -71, USP30 inh -339 and UCHL1 inh -18.
`CSc1ccc(Cl)c(C(=O)Nc2cccn3cnnc23)c1` gave USP8 block -97, USP28 inh -51, USP10 block -12, USP17 block -67, USP7 inh -18, OTUD3 block -41, USP30 inh -205 and UCHL1 inh -18.
For Cc1cc(C)c(-c2nc(NC3CCCC3)sc2C)cc1C the results were USP8 block 8, USP28 inh 11, USP10 block 4, USP17 block 4, USP7 inh 3, OTUD3 block 18, USP30 inh 13 and UCHL1 inh 2.
For Cc1ccc(CN2C[C@@H]3c4nc(N5CCCC5)ncc4CS(=O)(=O)[C@@H]3C2)cc1 the results were USP8 block -25, USP28 inh -20, USP10 block -6, USP17 block -22, USP7 inh -12, OTUD3 block -25, USP30 inh -80 and UCHL1 inh -5.
Cc1nc2ccc(NC(=O)COc3ccccc3F)cc2s1 was read as USP8 block 0, USP28 inh -4, USP10 block 1, USP17 block -7, USP7 inh 0, OTUD3 block -8, USP30 inh -10 and UCHL1 inh 0.
`Cc1ccc(NC(=O)N2CCC3(CC2)N=C(c2ccccc2)C(=O)N3)cc1C` gave USP8 block 12, USP28 inh 8, USP10 block 4, USP17 block 37*, USP7 inh 1, OTUD3 block 14, USP30 inh 23 and UCHL1 inh 3.
COc1ccc(S(=O)(=O)N(CC(=O)N2CCCCCC2)c2ccccc2)cc1OC was read as USP8 block 2, USP28 inh -3, USP10 block 0, USP17 block -3, USP7 inh -1, OTUD3 block 0, USP30 inh -7 and UCHL1 inh 0.
Screening O=C(Cc1ccccc1)Nc1ccnn1C1CCN(Cc2cnn(-c3ccccc3)c2)CC1 returned USP8 block -8, USP28 inh -12, USP10 block -2, USP17 block -16, USP7 inh 0, OTUD3 block -15, USP30 inh -34 and UCHL1 inh 0.
For Cc1ccccc1NC(=O)CSC1=NC2(CCCC2)Nc2ccccc21 the results were USP8 block -20, USP28 inh -44, USP10 block -6, USP17 block -46, USP7 inh 5, OTUD3 block -24, USP30 inh -164 and UCHL1 inh -1.
Screening Cc1nc(C2COCCN2C(=O)CC2CCCC2)cc(=O)[nH]1 (centres undefined) returned USP8 block -3, USP28 inh -13, USP10 block -1, USP17 block -6, USP7 inh 2, OTUD3 block 0, USP30 inh -3 and UCHL1 inh 0.
CC(C)NC(=O)N1CCC2(CC1)CCn1c(-c3cnn(C)c3)cnc12 was read as USP8 block -50, USP28 inh -4, USP10 block 0, USP17 block -1, USP7 inh 0, OTUD3 block -1, USP30 inh -3 and UCHL1 inh -4.
`CCOc1ccc(-c2cnc(NCc3ccccc3Cl)n2C)cc1` gave USP8 block -11, USP28 inh 12, USP10 block -2, USP17 block -23, USP7 inh 1, OTUD3 block 0, USP30 inh -13 and UCHL1 inh 1.
Screening O=C(CSc1nnc(Cn2cnc3ccccc32)o1)Nc1ccc([N+](=O)[O-])cc1 returned USP8 block -70, USP28 inh 12, USP10 block -1, USP17 block 63*, USP7 inh 0, OTUD3 block 11, USP30 inh 25 and UCHL1 inh 2.
Cn1cc2c(n1)C(C(=O)NCCc1ccc(F)cc1)CNC2 (centres undefined) was read as USP8 block -5, USP28 inh -9, USP10 block 0, USP17 block -7, USP7 inh 0, OTUD3 block -1, USP30 inh -16 and UCHL1 inh -3.
CC(C)Sc1nc(N2CCOCC2)c2c3c(sc2n1)COC(C)(C)C3 was read as USP8 block 0, USP28 inh -2, USP10 block 2, USP17 block -1, USP7 inh 0, OTUD3 block 0, USP30 inh 0 and UCHL1 inh -1.
COc1cccc(-c2cc(C(=O)N3CCC(Cc4ccccc4)CC3)c3ccccc3n2)c1 was read as USP8 block -33, USP28 inh -16, USP10 block 1, USP17 block -8, USP7 inh 8, OTUD3 block -4, USP30 inh -20 and UCHL1 inh 2.
For O=C1CC(c2ccccc2)CN1C(=O)c1ccccc1Cl (centres undefined) the results were USP8 block 1, USP28 inh 16, USP10 block 2, USP17 block -2, USP7 inh -23, OTUD3 block 12, USP30 inh 20 and UCHL1 inh 1.
O=C(O)c1ccc(C(=O)Nc2cccc(SCC(=O)N3CCc4ccccc43)c2)c(C(=O)O)c1 was read as USP8 block -24, USP28 inh -10, USP10 block 0, USP17 block -17, USP7 inh -1, OTUD3 block -18, USP30 inh -18 and UCHL1 inh -3.
`Cc1oc(C2CCC2)nc1C(=O)NCCc1c[nH]c2ccccc12` gave USP8 block 10, USP28 inh 22, USP10 block 7, USP17 block 7, USP7 inh -8, OTUD3 block -3, USP30 inh -5 and UCHL1 inh 4.
For CSCCC(NC(=O)c1ccc(Cl)cc1)C(=O)OCC(=O)c1ccc(-c2ccccc2)cc1 (centres undefined) the results were USP8 block 8, USP28 inh -23, USP10 block -5, USP17 block -4, USP7 inh -8, OTUD3 block -16, USP30 inh -60 and UCHL1 inh -6.
`COc1ccc2[nH]cc(CCN=C(NC(=O)c3ccccc3)Nc3nc(C)cc(C)n3)c2c1` gave USP8 block -32, USP28 inh -12, USP10 block 1, USP17 block -11, USP7 inh 8, OTUD3 block -2, USP30 inh 3 and UCHL1 inh 7.
For COc1ncccc1C(=O)N1CCOCC1c1cc(=O)[nH]c(C)n1 (centres undefined) the results were USP8 block 7, USP28 inh 0, USP10 block 1, USP17 block 5, USP7 inh -1, OTUD3 block 4, USP30 inh -7 and UCHL1 inh -1.
CCOC(=O)C1=C(c2ccccc2)Nc2nc3ccccc3n2C1c1ccccc1 (centres undefined) was read as USP8 block 9, USP28 inh 3, USP10 block 8, USP17 block 10, USP7 inh 5, OTUD3 block -4, USP30 inh 5 and UCHL1 inh 3.
For O=C(Nc1ccc(Cl)cc1)c1noc2c1CCCC2 the results were USP8 block 27, USP28 inh 18, USP10 block 0, USP17 block 18, USP7 inh 0, OTUD3 block 7, USP30 inh 35* and UCHL1 inh 1.
O=C(c1ccccc1F)N1CCCN(C2CCN(Cc3ccccc3)C2=O)CC1 (centres undefined) was read as USP8 block -40, USP28 inh -5, USP10 block -3, USP17 block -3, USP7 inh -4, OTUD3 block -6, USP30 inh -35 and UCHL1 inh -2.
Screening CC(C)CNC(=O)N1CCC2(CC1)c1ncc(-c3cnn(C)c3)n1CCN2C returned USP8 block -11, USP28 inh 5, USP10 block 2, USP17 block -51, USP7 inh 6, OTUD3 block 7, USP30 inh 8 and UCHL1 inh 2.
`Cc1cc(N2CC(=O)N(CCc3ccccc3)C(=O)C2)n2ncnc2n1` gave USP8 block -11, USP10 block -2, USP17 block -2, USP7 inh -7, OTUD3 block -2 and UCHL1 inh -4.
CC1CC(=O)N(Cc2ccccc2F)c2ccccc2S1(=O)=O (centres undefined) was read as USP8 block 2, USP28 inh 1, USP10 block -3, USP17 block -4, USP7 inh 0, OTUD3 block 8, USP30 inh 11 and UCHL1 inh -1.
Cc1sc(NC(=O)c2ccccc2)c(C(c2cccnc2)N2CCC(C)CC2)c1C (centres undefined) was read as USP8 block -22, USP28 inh -45, USP10 block 3, USP17 block -40, USP7 inh 4, OTUD3 block -33, USP30 inh -143 and UCHL1 inh 3.
For CC(C)(C)c1ccc(S(=O)(=O)Nc2ccc(Cc3ccncc3)cc2)cc1 the results were USP8 block -68, USP28 inh 2, USP10 block 6, USP17 block -5, USP7 inh 16, OTUD3 block -9, USP30 inh 36* and UCHL1 inh 11.
Screening COc1ccc(C)cc1NC(=O)CC(c1ccc(C)cc1)n1cccc1 (centres undefined) returned USP8 block -13, USP28 inh -3, USP10 block 1, USP17 block -4, USP7 inh -6, OTUD3 block 4, USP30 inh -14 and UCHL1 inh 0.
For COc1ncccc1CNC(=O)Cc1c[nH]c2ccccc12 the results were USP8 block -6, USP28 inh -12, USP10 block -3, USP17 block -11, USP7 inh -3, OTUD3 block -8, USP30 inh -23 and UCHL1 inh -2.
`CC(Nc1ccc(Oc2ccccc2)cc1)C(=O)Nc1ccc2c(c1)OCCO2` (centres undefined) gave USP8 block 19, USP28 inh 17, USP10 block 6, USP17 block -25, USP7 inh 3, OTUD3 block 8, USP30 inh 0 and UCHL1 inh 8.
For Cc1cccc(OCC(=O)NCC(c2ccco2)N2CCCC2)c1C (centres undefined) the results were USP8 block 10, USP28 inh -1, USP10 block -1, USP17 block 2, USP7 inh 1, OTUD3 block 2, USP30 inh 1 and UCHL1 inh -1.
Screening COC[C@H]1C[C@@H]2CN(S(=O)(=O)c3ccc4ccccc4c3)C(C)[C@H]1N2C (some centres undefined) returned USP8 block 1, USP28 inh 0, USP10 block -3, USP17 block -1, USP7 inh 4, OTUD3 block 2, USP30 inh 3 and UCHL1 inh 3.
Cc1cn(CCC(=O)Nc2ccccc2N2CCOCC2)c2ccccc12 was read as USP8 block 12, USP28 inh 1, USP10 block 1, USP17 block 0, USP7 inh 5, OTUD3 block 3, USP30 inh -5 and UCHL1 inh 3.
O=C(C1CCC1)N1CC[C@@H]2Oc3ccccc3S(=O)(=O)N(Cc3ccccc3)[C@H]2CC1 was read as USP8 block 3, USP28 inh 11, USP10 block 3, USP17 block 0, USP7 inh -10, OTUD3 block 7, USP30 inh 13 and UCHL1 inh 2.
Screening COc1cccc(O[C@@H]2C[C@@H](NC(=O)c3cnn(C)c3)[C@H](N3CCOCC3)[C@H]2O)c1 returned USP8 block -4, USP28 inh -5, USP10 block 5, USP17 block 13, USP7 inh 7, OTUD3 block 7, USP30 inh 14 and UCHL1 inh 0.
`O=C(CCn1ccc(=O)[nH]c1=O)Nc1cccc(Br)c1` gave USP8 block -2, USP28 inh -2, USP10 block 1, USP17 block 0, USP7 inh -6, OTUD3 block 0, USP30 inh -5 and UCHL1 inh 0.
COC(=O)c1ccccc1SC(CC(=O)c1ccccc1)c1ccc(F)cc1 (centres undefined) was read as USP8 block 10, USP28 inh 0, USP10 block 3, USP17 block 6, USP7 inh 5, OTUD3 block 0, USP30 inh -4 and UCHL1 inh 0.
For COc1ccc(C(=O)Nc2nnc3ccccn23)cc1OC the results were USP8 block -44, USP28 inh -2, USP10 block 0, USP17 block -8, USP7 inh 1, OTUD3 block 2, USP30 inh 0 and UCHL1 inh -1.
Screening COc1ccc(-c2csc(-c3ccc(OC)cc3)n2)cc1 returned USP8 block 20, USP28 inh 9, USP10 block 2, USP17 block 3, USP7 inh 4, OTUD3 block 4, USP30 inh -2 and UCHL1 inh -1.
`CC1CCC(NC(=O)Cn2c(=O)[nH]c3ccccc3c2=O)CC1` (centres undefined) gave USP8 block 4, USP28 inh 9, USP10 block 0, USP17 block 42*, USP7 inh 3, OTUD3 block 17, USP30 inh 27 and UCHL1 inh 0.
Screening O=S(=O)(c1ccc(F)cc1)n1ccc(-c2cnc(-c3ccccc3)s2)n1 returned USP8 block 14, USP28 inh -6, USP10 block 8, USP17 block 1, USP7 inh 7, OTUD3 block 2, USP30 inh -2 and UCHL1 inh 2.
`CCOC(=O)c1ccc(N2C(=O)/C(=C/c3ccccc3)N=C2SCC)cc1` gave USP8 block 18, USP28 inh 29, USP10 block 9, USP17 block 25, USP7 inh 4, OTUD3 block 18, USP30 inh 20 and UCHL1 inh 8.

Structural class, those above with an aryl thioether with sulfur outside any ring (five)
`CSc1ccc(Cl)c(C(=O)Nc2cccn3cnnc23)c1` gave USP8 block -97, USP28 inh -51, USP10 block -12, USP17 block -67, USP7 inh -18, OTUD3 block -41, USP30 inh -205 and UCHL1 inh -18.
Screening O=C(CSc1nnc(Cn2cnc3ccccc32)o1)Nc1ccc([N+](=O)[O-])cc1 returned USP8 block -70, USP28 inh 12, USP10 block -1, USP17 block 63*, USP7 inh 0, OTUD3 block 11, USP30 inh 25 and UCHL1 inh 2.
CC(C)Sc1nc(N2CCOCC2)c2c3c(sc2n1)COC(C)(C)C3 was read as USP8 block 0, USP28 inh -2, USP10 block 2, USP17 block -1, USP7 inh 0, OTUD3 block 0, USP30 inh 0 and UCHL1 inh -1.
O=C(O)c1ccc(C(=O)Nc2cccc(SCC(=O)N3CCc4ccccc43)c2)c(C(=O)O)c1 was read as USP8 block -24, USP28 inh -10, USP10 block 0, USP17 block -17, USP7 inh -1, OTUD3 block -18, USP30 inh -18 and UCHL1 inh -3.
COC(=O)c1ccccc1SC(CC(=O)c1ccccc1)c1ccc(F)cc1 (centres undefined) was read as USP8 block 10, USP28 inh 0, USP10 block 3, USP17 block 6, USP7 inh 5, OTUD3 block 0, USP30 inh -4 and UCHL1 inh 0.
